# Source: PubChem
# mHtt clearance: clearance of mutant huntingtin inclusions, primary screen, imaging, HeLa Exon1htt(103Q)mCFP, confocal imaging | 47,000 tested, 0.42% active | inhibition, % at 1.5 µM | aggregate imaging; zero = plate's median compound well;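 active means inhibition of aggregate fluorescence above about 70%, also judged a hit by eye on the cell image, limit read from the data, passing the limit was not always enough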;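 further: cells exposed to compound for three days before fixation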
# mHtt clearance grain fraction: second read-out of mHtt clearance, no call of its own (marks repeat the call); fraction fluorescence in grains; measured here: aggregate grain fluorescence fraction; active compounds read low;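 scaled fraction of total cell fluorescence in grains with unit not stated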
# The depositor's hits bear a star. The list is partial; count on the stated rates, not on these rows.
SMILES,mHtt clearance,mHtt clearance grain fraction
OCCCCCNc1ncnc2ccccc12,19.6,14.6
CCOCCOC(=O)c1ccc(-n2cncn2)nc1,34.9,15.4
Cc1ccc2c(c1)nnn2C1CCN(S(=O)(=O)c2ccc(C(=O)N3C(C)CCCC3C)cc2)CC1 (stereo unspecified),-4.9,38.6
COc1ccc(S(=O)(=O)N2CCN(CC(=O)Nc3ccc(C)c(F)c3)CC2)cc1,32.0,13
Cn1ncc(C#N)c1/N=C/N1CCCCC1,13.5,16.8
CCOC(=O)CCn1c(=O)c2c(nc(Br)n2Cc2ccccc2)n(C)c1=O,-2.3,43.8
CN(C(=O)c1ccccc1Cl)c1ccccc1,-100.7,37.7
COCCCN(C)C1CCN(C(=O)Nc2ccc(F)cc2)CC1,-18.1,38
Nc1c(C(=O)NCc2ccc(Cl)cc2)sc2nc3c(c(C(F)(F)F)c12)CCC3,11.9,31.4
CCOC(=O)CC1C(=O)NCCN1Cc1cccc(C(F)(F)F)c1 (stereo unspecified),25.6,35
CCOC(=O)C1CN(S(=O)(=O)c2ccc(C)cc2)c2cc(S(=O)(=O)CC)ccc2O1 (stereo unspecified),1.4,30
COc1ccc(C)cc1NC(=O)CSc1nnc(-c2cc3cccc(OC)c3o2)n1N,17.9,13.8
COc1ccc(Nc2oc(COc3ccc(Cl)cc3)nc2C#N)cc1,-43.6,27.8
O=C(/C=C/c1ccccc1)NC(=S)Nc1ccccc1C(=O)NC1CCCCC1,61.3,14.6
C=C(C)COc1ccc(-c2[nH]ncc2Oc2cccc(OC)c2)c(O)c1,8.2,31.9
O=C(C1CC1)N1CCc2cc(S(=O)(=O)N3CCOCC3)ccc21,8.1,33.4
CCN1CCN(CCNC(=O)c2cn(C(C)c3ccccc3F)nn2)CC1 (stereo unspecified),-9.6,22.1
c1ccc(Sc2ncnc3c2oc2ccccc23)cc1,-17.7,47.3
O=C(c1ccco1)N1CCCC(c2ccccc2)C1 (stereo unspecified),-39.2,28
CC(C)Cc1nc(N2CCN(C(=O)c3ccccc3)CC2)c(C#N)c2c1CCC2,-8.6,42
Cc1ccc(NC(=S)NC(NC(=O)Cc2cccc3ccccc23)C(Cl)(Cl)Cl)cc1 (stereo unspecified),1.8,19.4
COC(=O)c1cc2c([nH]c3ccccc32)c(C)n1,7.2,32
CCOC(=O)N1CCN(C(=O)Nc2ccc3oc(C)nc3c2)CC1,17.6,14
Fc1ccccc1Nc1nc2ccccc2n2nnnc12,44.7,20.4
C=CCN1C(=O)C(O)(CC(=O)c2ccc(-n3cccc3)cc2)c2ccccc21 (stereo unspecified),14.0,16.1
CCOc1cc(NC(=S)NCc2ccco2)c(OCC)cc1NC(C)=O,-37.5,40.2
CCOc1ccc(NC(=O)c2ccc3c(c2)N(Cc2ccc(F)cc2)C(=O)CS3=O)cc1 (stereo unspecified),-12.1,34.6
O=C(c1cc2n(n1)C(C(F)(F)F)CC(c1ccc(F)cc1)N2)N1CCCC1 (stereo unspecified),21.3,26.9
Fc1c(F)c(C(F)(F)F)c(F)c(F)c1N1CCN(c2ccc3nnc(C(F)(F)F)n3n2)CC1,-16.1,23.5
Nc1ncnc2nc(SCCN3CCCCC3)[nH]c12,30.4,11.6
CC1=C(C(=O)N(C)CCC#N)C2(CCCCC2)OC1=O,26.6,33.1
CCOc1ccc(C(OC(=O)c2ccco2)C(=O)NCc2ccc(C)cc2)cc1 (stereo unspecified),-41.1,54.6
Cc1cccc(OCCCn2ccnc2)c1,18.4,16.8
COc1cc(/C=C2/C(=N)N3C=CSC3=NC2=O)ccc1OCCCOc1ccccc1C,30.3,30.2
CC1CCc2c(sc(NC(=O)c3ccc(Cn4cc(Br)cn4)o3)c2C(N)=O)C1 (stereo unspecified),-14.9,19.7
OC(Cn1nnc2ccccc21)Cn1c(C(F)(F)F)nc2ccccc21 (stereo unspecified),-6.0,43.2
O=c1cc(CNC2CCCCC2)c2ccccc2[nH]1,28.7,23.9
CCCN(CCC)CCCNC(=O)CC(C(=O)N1CCc2ccccc21)n1ccnc1 (stereo unspecified),46.5,19.7
COc1ccc(-c2cc(C(F)(F)F)n3nc(C(=O)Nc4cc(C)on4)cc3n2)cc1OC,-5.0,21.4
Nc1nonc1-n1nnc(C(=O)O)c1-c1cccs1,24.3,14.5

# Continued; the last 3 above are carried over.
SMILES,mHtt clearance,mHtt clearance grain fraction
CCCN(CCC)CCCNC(=O)CC(C(=O)N1CCc2ccccc21)n1ccnc1 (stereo unspecified),46.5,19.7
COc1ccc(-c2cc(C(F)(F)F)n3nc(C(=O)Nc4cc(C)on4)cc3n2)cc1OC,-5.0,21.4
Nc1nonc1-n1nnc(C(=O)O)c1-c1cccs1,24.3,14.5
CCN(CC)C(=O)COc1ccc(Br)cc1Cl,14.2,14.7
Cc1ccc(C(=O)Nc2nc(-c3cccnc3)cs2)o1,-24.6,49.2
Cc1cc(NC(=O)c2cc(C)on2)no1,-89.8,35.6
CCCOc1ccc(C2c3c(oc4cc(C)c(C)cc4c3=O)C(=O)N2CCCN2CCOCC2)cc1 (stereo unspecified),18.9,29
Cc1cc(C(F)(F)F)nc(SCC(=O)Nc2ccccc2)n1,-16.5,21.3
Cc1ccc(N2C(N)=C(C#N)C(c3cccnc3)C3=C2CCCC3=O)cc1 (stereo unspecified),-46.6,52.1
CC1CCCN(C(=O)c2ccc3c(c2NCCO)C(=O)c2ccccc2C3=O)C1 (stereo unspecified),2.7,19.9
O=c1n(-c2cccc(Cl)c2)c(=O)n2n1CCC2,-62.1,34.5
COc1cccc2cc(C(=O)NC(C)C3CCCO3)c(=O)oc12 (stereo unspecified),10.0,15.2
O=C(Nc1ccc(CN2CCOCC2)cc1)c1ccc(-c2cccc(Cl)c2)o1,-16.6,43.9
CCOCCCNC(=O)C1CCCCN1S(=O)(=O)c1ccc(F)cc1 (stereo unspecified),3.7,39.2
Cc1onc(-c2ccccc2Cl)c1C(=O)OCC(=O)c1ccc2c(c1)OCCO2,-36.1,26.7
CNCCOCC(O)CSc1ccccc1 (stereo unspecified),10.6,18.7
CN1CCC(N2CCCC(C(=O)O)C2)CC1 (stereo unspecified),-11.1,19.8
CSCCC(=O)N1C(C)CCCC1C(=O)O (stereo unspecified),-83.8,69.2
COc1ccc2nc(NC(=O)CCn3cccc3)sc2c1,45.2,21.5
Cc1cc(C)c(OCC(=O)Nc2nnn(C)n2)c(Br)c1,0.0,21.5
Cc1ccc2c(c1)[nH]c1c(=O)n(CCN3CCCCC3)cnc12,-22.2,49.2
CCCCCOC(=O)c1cc(=O)[nH]c2ccccc12,-12.6,35.6
O=c1c2ccccc2cnn1-c1ccc(Cl)cc1,31.7,28.7
COc1ccc(C2CC(=O)c3cnc(NC(=O)c4ccccc4)nc3C2)c(OC)c1 (stereo unspecified),-37.5,26.9
CCn1c(=O)n(CC(=O)NCc2ccco2)c(=O)c2ccccc21,-9.3,40.5
Cc1cccc(NC(=O)Cn2c(=O)n3nc(CCn4nc(C)cc4C)nc3c3ccccc32)c1,3.4,35.5
COc1ccccc1CNC(=O)C(NS(=O)(=O)c1ccc2c(c1)oc(=O)n2C)C(C)C (stereo unspecified),16.1,39.4
CCCS(=O)(=O)N1CCC(C(=O)NCCCN2CCCC2=O)CC1,-33.8,42.4
OCc1cn(-c2ccccc2)nc1-c1ccco1,23.6,13.6
CC(C)OC(=O)C1C2C=CC3(CN(Cc4cccs4)C(=O)C13)O2 (stereo unspecified),7.7,15.7
Cc1nnc(N(C)C(=O)c2cccnc2)s1,-10.3,19.6
Cc1ccc2occ(C(c3nnnn3C3CCCC3)N3CCN(C(=O)c4ccco4)CC3)c(=O)c2c1 (stereo unspecified),54.3,13.7
O=C(CCl)Nc1cccc(-c2cnc3ccccc3n2)c1,26.9,23.2

# One compound at a time (already shown):
# Results for `Cc1ccc(N2C(N)=C(C#N)C(c3cccnc3)C3=C2CCCC3=O)cc1` (stereo unspecified) = mHtt clearance = -46.6; mHtt clearance grain fraction = 52.1
# Results for `CC1CCc2c(sc(NC(=O)c3ccc(Cn4cc(Br)cn4)o3)c2C(N)=O)C1` (stereo unspecified) = mHtt clearance = -14.9; mHtt clearance grain fraction = 19.7

# New compounds follow:
SMILES,mHtt clearance,mHtt clearance grain fraction
CCc1cccc(CC)c1N(COC)C(=O)Cn1ccccc1=N,-10.4,44.7
C=CCOc1ccc(C2NC(=O)NC(C)=C2C(=O)OC)cc1 (stereo unspecified),34.9,11.2
O=c1[nH]n(-c2ccc(Cl)cc2)c(=O)c(Cl)c1Cl,43.4,11.8
COC(=O)c1[nH]c2ccc(F)cc2c1NC(=O)CCN1CCN(Cc2ccc3c(c2)OCO3)CC1,-40.6,26.9
CCOC(=O)C(/C=C(\C#N)C(=O)OCC)=C(/N)N1CCN(c2ccc(OC)cc2)CC1,51.0,11.6
O=C1CC2(CCCCC2)Oc2ccc(OCC(=O)N3CCOCC3)cc21,-13.0,23.5
CC(=C1C(=O)c2ccccc2C1=O)N1CCC(C(N)=O)(N2CCCCC2)CC1,-1.0,20.2
Cc1c2c(nc3c(C(=O)NC4CCCC4)cnn13)CCCC2,17.4,18.1
CC(C)C(c1nnnn1C(C)(C)C)N1CCN(c2cccc(Cl)c2)CC1 (stereo unspecified),5.0,32.4
COc1cccc(NC2c3ccccc3C(=O)N2Cc2ccco2)c1 (stereo unspecified),53.6,20.9

# In a second layout: results already given.
SMILES | mHtt clearance | mHtt clearance grain fraction
CCCCCOC(=O)c1cc(=O)[nH]c2ccccc12 | -12.6 | 35.6
O=c1c2ccccc2cnn1-c1ccc(Cl)cc1 | 31.7 | 28.7
COc1ccc(C2CC(=O)c3cnc(NC(=O)c4ccccc4)nc3C2)c(OC)c1 (stereo unspecified) | -37.5 | 26.9

# The list goes on:
SMILES,mHtt clearance,mHtt clearance grain fraction
CCOC(=O)c1[nH]c(C)c(/C(O)=C2\C(=O)C(=O)N(CCCN3CCOCC3)C2c2cccnc2)c1C (stereo unspecified),12.0,38.2
N#CCSc1nc2cc(C(=O)N3CCC(C(N)=O)CC3)ccc2c2nc3ccccc3n12,-50.5,56.4
COc1ccc(S(=O)(=O)Nc2ccccc2C(=O)NC(C)(C)C)cc1OC,-9.5,33.7
O=C(NC1=NCCS1)c1ccc(Cl)s1,2.2,21
COc1ccc(-c2noc(CSc3nnc(-c4ccncc4)n3-c3ccc(F)cc3)n2)cc1OC,3.5,36
CCOC(=O)C1CCN(CC(=O)Nc2c(C(=O)OC)n(C)c3cccc(C)c23)CC1,30.4,26.1
COc1ccc(-c2[nH]ncc2-c2cnn(-c3ccccc3)c2)c(O)c1,-16.3,42.7
CC(C)C(=O)Nc1ccccc1N1CCN(S(C)(=O)=O)CC1,-13.1,22.3
COC(C(=O)Nc1ccc(F)cc1F)c1ccccc1 (stereo unspecified),-27.1,24.9
COC(=O)C1=C(C)OC(N)=C(C#N)C1C1CCCCC1 (stereo unspecified),-0.5,34.4
COc1ccc(NC(=O)C2CCCN2C(=O)NC2CCCCC2)cc1OC (stereo unspecified),-14.4,41.4
COc1ccc(N2CCN(C(=O)C(C)(C)Oc3ccc(Cl)cc3)CC2)cc1,38.5,19
CCC(C)NC(=O)C1CC(c2cccc(OC)c2)=NO1 (stereo unspecified),17.2,30.4
CCOc1ccc(S(=O)(=O)Nc2ccc(F)cc2)c(C)c1C,-41.5,43.5
Cc1ccc(N(Cc2cc(=O)[nH]c3ccccc23)C(=O)c2ccco2)cc1,4.9,31.9
Cc1ccc(NC(=O)c2nnn(CC(=O)Nc3ccccc3)c2N)cc1C,12.2,31.7
O=C1C2C3C=CC(C3=C3CCCCC3)C2C(=O)N1c1ccccc1 (stereo unspecified),10.1,16.6
C=CCOc1cccc(C2C(C(=O)c3ccc(C)o3)=C(O)C(=O)N2CCN(C)C)c1 (stereo unspecified),-22.2,53
COc1ccc(NC(=O)c2cccc(NC(=O)C3C4CC5OC(=O)C3C5C4)c2)c(OC)c1 (stereo unspecified),-13.7,24
Clc1ccc(Cc2nn3c(-c4ccncc4)nnc3s2)cc1,30.6,12.3
Cn1c(=O)c2c(nc(NCc3ccco3)n2CCc2ccccc2)n(C)c1=O,-32.5,56.7
CC(C)CC(=O)N1CCN(S(=O)(=O)c2ccc(F)cc2)CC1,52.5,10.2
COCCNC(=O)CN(C(=O)Cn1nnc2ccccc21)c1ccccc1,7.0,33.8
CN(C(=O)c1cccc(C#N)c1)c1nnc(C2CCCO2)s1 (stereo unspecified),3.6,36.1
O=C(CSc1ncccn1)NCc1ccc(F)cc1,45.5,16.3
Cc1cccc(-c2noc(CN(C(=O)c3c(-c4ccccc4Cl)noc3C)C(C)C)n2)c1,-5.0,38.8
Cc1cc(NCCOCCO)n2ncc(-c3ccc(Cl)cc3)c2n1,4.0,17.8
O=C(Nc1cc(Cl)ccc1N1CCOCC1)c1cnccn1,-73.5,32.9
S=c1[nH]nc(-c2ccc(Cl)cc2)n1Cc1ccccc1,-21.9,23.6
O=C(NCC1(c2ccccc2)CCCC1)C1(c2ccccc2)CCCC1,6.9,18.8
Cn1ccnc1SCC(=O)Nc1ccc2nc(SCC(=O)NC3CC3)sc2c1,-15.6,26.1
Cn1nnnc1SCC(=O)c1c(N)n(C)c(=O)n(C)c1=O,-4.3,40.1
CCOC(=O)C1=C(C)NC(=O)NC1c1ccc(OCCO)c(OC)c1 (stereo unspecified),-28.8,21.9
COC(=O)c1ccc(NC(=O)NS(=O)(=O)c2ccc(C)cc2)cc1,18.6,34.8
c1ccc(-c2nnnn2CCOCCn2nnnc2-c2ccccc2)cc1,-28.1,51.6
O=C(CSc1nnc(-c2cccs2)n1Cc1ccco1)Nc1ccc2c(c1)OCO2,-25.6,24.9
Cn1c(/C=C/N2CCOCC2)c(C(=O)c2ccc(Br)cc2)c(=O)n(C)c1=O,-37.9,26.8
CCOC(=O)c1c(-c2ccccc2)[nH]c2ccc(O)cc12,52.1,9.75
CNC(=S)NCc1ccc(Cl)cc1,-7.8,41.4
Cc1ccc(-c2noc(C3CCN(S(=O)(=O)c4ccc5c(c4)OCCO5)CC3)n2)o1,22.5,28.6
Cn1nc(-c2ccc(C(=O)N3CCN(c4ccccc4)CC3)cc2)c2ccccc2c1=O,-58.2,32.5
O=C(NC(C(=O)c1ccccc1)n1cnccc1=O)c1ccccc1 (stereo unspecified),9.8,34.4
O=C1OC(c2ccccc2)=N/C1=C\N1CCCCC1,-0.1,35.8
